# Assay outcomes: PubChem, several laboratories
# MsrA act: activators of bovine methionine sulfoxide reductase A | purified bovine MsrA, absorbance read-out | activation, % at 10.6 µM | actives 0.3% (n = 360,000) | AID 602163; in the data active = activation above about 7.5%;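 note: 0% = vehicle and 100% = reference activator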
# FAS-TE inh: blocks the thioesterase domain of human fatty acid synthase; P49327; recombinant FAS-TE, OMFH fluorogenic substrate, fluorescence endpoint; inhibition, % at 15 µM; actives 0.67% (n = 360,000);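 active = compounds whose normalised, plate-corrected inhibition of enzyme fluorescence in the single-dose primary screen is 50% or more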;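 note: 0% = DMSO with enzyme and 100% = substrate without enzyme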
# PABP1 MLLE inh: blocks PAM2 peptide binding to the PABP1 MLLE domain | GST-MLLE / FITC-PAM2 fluorescence polarization | inhibition, % at 20 µM | actives 0.36% (n = 360,000) | AID 588489 | P11940; in the data active = inhibition above about 35%, passing the limit was not always enough;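 note: plate controls were DMSO wells with GST-MLLE for no effect and wells lacking GST-MLLE protein for full effect; some results filed as inactive read as strong as hits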
# MT1-MMP act inh: blocks activation of human MT1-MMP; HT1080 RFP-PRO-GFP cells, GFP/RFP ratio fluorescence, overnight; percent of plate control window, DMSO zero; GFP/RFP ratio change, % at 20 µM; actives 0.061% (n = 360,000);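 active = GFP/RFP ratio change of at least 30% with cell ATP level not reduced by more than half and red fluorescence within 50% of control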; note: strong numbers were not always called active
#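 Read-out: GFP/RFP fluorescence ratio; Test system: RFP-PRO-GFP reporter HT1080 cells; Compound dosing: single-point 20 µM compound, 1% DMSO; Times: overnight compound exposure at 37 °C.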
# SKN-1 inh: blocks SKN-1 activity in C. elegans; C. elegans VP596 Pgst-4::GFP/RFP ratio, acrylamide-induced, 24 h; inhibition, % at 21.8 µM; AID 624304; actives 0.49% (n = 360,000);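 active = interference check ratio from 0.5 to 1.5 plus GFP to RFP signal ratio inhibition reaching or exceeding a fixed threshold, cut at about 30% in these data, passing the limit was not always enough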; note: some compounds called inactive have numbers as strong as hits
# CendR NRP1 mod: alters CendR peptide binding to human NRP-1; actives 0.85% (n = 360,000); FAM-RPARPAR peptide binding to NRP-1, fluorescence polarization; inhibition, % at 25 µM;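 active = inhibition or corrected inhibition above about 18%, plus a signal ratio from 0.5 to 1.5, limit read from the data, passing the limit was not always enough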; note: strong numbers were not always called active
# Rin1-Abl PPI inh: human Rin1-Abl interaction inhibition; TR-FRET Rin1/Abl binding, biochemical; P00519+Q13671; inhibition, % at 7.35 µM; actives 0.4% (n = 360,000); AID 588664; in the data active = inhibition above about 5%, passing the limit was not always enough
# Neddylation inh: inhibitors of human cullin neddylation. TR-FRET cullin neddylation, biochemical. P61081+Q13564. AID 651699. calls only at 25 µM. actives 0.58% (n = 360,000); in the data active = inhibition above about 36%
# eLon inh: inhibitors of E. coli Lon protease; P0A9M0; purified E. coli Lon protease, fluorescence polarization; inhibition, % at 7.94 µM; actives 0.42% (n = 360,000); AID 602123; in the data active = inhibition above about 13%, passing the limit was not always enough;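 note: 0% = enzyme with probe and DMSO and 100% = no enzyme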
# The depositor's hits bear a star; i = inactive; · = not tested or not shown.
# Every second line gives: MsrA act	FAS-TE inh	PABP1 MLLE inh	MT1-MMP act inh	SKN-1 inh	CendR NRP1 mod	Rin1-Abl PPI inh	Neddylation inh	eLon inh
(1) CCC/C(C(=O)NCCO)=C1/c2ccccc2C(=O)N1c1ccccc1
  0	-13	6	1	1	3	-1	i	-3
(2) Cc1ccc(S(=O)(=O)N2CCC(C(=O)N3CCc4ccccc43)CC2)cc1C
  -3	24	0	2	-21	-5	-2	i	-5
(3) COc1ccc(S(=O)(=O)N2CCCCC2)cc1NC(=O)CSc1nccn1C
  -1	-7	-3	-1	-14	10	1	i	-7
(4) CCN1CCN(C(=O)c2cc(=O)c3cc(C)ccc3o2)CC1
  -2	-7	-1	3	6	11	1	i	5
(5) COc1ccccc1C(=O)C1CCCN(C(=O)c2ccc3c(c2)OCCO3)C1 (configuration not stated)
  0	0	-3	-3	13	-7	-5	i	7
(6) C/C(=N\NC(=O)CCc1c[nH]c2ccccc12)c1cccc([N+](=O)[O-])c1
  -7	33	-8	3	5	-3	4	i	-9
(7) CSc1ccccc1OCc1cc(C(=O)N(C)Cc2ccc(C)o2)no1
  -3	16	0	-2	-7	10	2	i	-13
(8) O=S(=O)(Cc1ccccc1)N1CCC(c2nc(-c3cccs3)no2)CC1
  -1	20	2	3	11	-2	4	i	-1
(9) Clc1ccc(Br)cc1-c1nc(-c2ccncc2)no1
  -3	-1	-4	0	3	-2	0	i	-2
(10) COc1ccccc1C(c1nnnn1C(C)(C)C)N1CCN(C(=O)c2ccco2)CC1 (configuration not stated)
  -8	-6	0	-3	-4	4	0	i	-7
(11) COC(=O)C(CC(=O)O)NCc1ccco1 (configuration not stated)
  -2	-8	-9	4	0	2	2	i	-1
(12) O=C(COC(=O)c1cc([N+](=O)[O-])ccc1Cl)NC1CCCC1
  -2	80*	20	0	1	-7	0	i	9
(13) CCOC(=O)C1(CCOc2ccccc2)CCN(Cc2ccc3nonc3c2)CC1
  -2	29	7	-2	-3	2	6	i	5
(14) COc1ccc(NC(=O)c2ccc(Cl)c(S(=O)(=O)N3CCc4ccccc4C3)c2)cn1
  -2	16	0	3	17	-3	-2	i	-4
(15) Cn1c(N)c(C(=O)COC(=O)CSc2cccc3cccc(Cl)c23)c(=O)n(C)c1=O
  0	9	-12	-4	14	-3	-1	i	5
(16) O=C(COc1ncnc2scc(-c3ccc(F)cc3)c12)NCc1ccco1
  -5	0	-18	0	6	-12	1	i	-5
(17) CCc1nnc(NC(=O)CCC(=O)N2CCN(Cc3ccccc3)CC2)s1
  -1	-9	-1	2	6	0	2	i	-11
(18) COc1ccc(C(CNC(=O)c2ccc(-c3ccccc3Cl)o2)N2CCOCC2)cc1 (configuration not stated)
  -2	18	8	-4	10	-1	-2	i	-10
(19) COc1ccc(NS(=O)(=O)c2cccc(C(=O)NNC(=O)c3ccc(O)c(Cl)c3)c2)cc1
  -7	-4	-1	0	-5	-12	1	i	9
(20) COc1ccccc1NC(=S)Nc1cccc2cnccc12
  -1	-6	22	0	1	-2	-1	i	0
(21) CCn1c(SC(C)C)nnc1-c1cc(-c2ccccc2)sc1N
  -2	7	22	-5	21	-10	0	i	-9
(22) CSc1ccc(CN2CCCC(N3CCN(c4ccccc4)CC3)C2)cc1 (configuration not stated)
  -10	-2	13	6	-10	-14	2	i	12
(23) COC(=O)CSc1nnc(-c2ccc(S(=O)(=O)N3CCCC3)cc2)n1C
  -2	-10	-8	-4	-9	-16	-2	i	-3
(24) CCN(C(=O)CSc1nnc(Cn2nnc3ccccc32)o1)c1nc(C)cs1
  -9	-3	17	-7	-20	2	3	i	-7
(25) COCC(=O)Nc1ccc2nc3n(c(=O)c2c1)CCCCC3
  -6	-5	10	1	1	-16	-2	i	-5
(26) CCc1ccc(CN(C)C(=O)c2cc(S(=O)(=O)N3CCN(CC)CC3)ccc2Cl)cc1
  -5	5	9	2	-17	6	2	i	1
(27) CC(=O)Nc1ccc(OC(=O)COc2ccc(Br)cc2)cc1
  -5	-14	6	-4	-4	5	-1	i	-9
(28) COc1ccc(NC2CCCN(C(=O)c3ccc4[nH]c(C)c(C)c4c3)C2)cc1OC (configuration not stated)
  -1	-5	-3	3	4	12	-1	i	-3
(29) Cc1ccccc1NC(=O)CC1(c2ccc(N(C)C)cc2)C(=O)c2ccccc2C1=O
  -1	1	-1	7	-8	4	-1	i	-2
(30) CC(=O)Nc1ccc(S(=O)(=O)NC(CC(=O)N(C)Cc2ccccc2)C(C)C)cc1 (configuration not stated)
  -10	-3	1	7	-3	-6	-1	i	4
(31) c1ccc2cc3[nH]c(CN4CCCCC4)nc3cc2c1
  0	-3	8	6	47	-5	-7	i	-6
(32) Cc1ccc(C(=O)NNC(=O)c2ccc(Br)s2)cc1S(=O)(=O)N1CCOCC1
  0	-2	11	0	-6	-9	4	i	-7
(33) Cc1ccc(C(=O)N/C(=C\c2cccs2)C(=O)NCCc2ccccn2)cc1C
  -7	1	6	-2	-1	10	2	i	1
(34) O=c1[nH]c(=O)n(C2CCCO2)cc1Br (configuration not stated)
  2	-4	-10	4	12	6	4	i	-10
(35) Cc1noc(NS(=O)(=O)c2ccc(N/C=C\C(=O)c3cccs3)cc2)c1C
  -8	-8	6	1	-2	1	2	i	2
(36) CCOc1ccccc1NC(=O)C(OC(=O)c1ccccc1O)c1ccccc1 (configuration not stated)
  3	28	0	-8	3	-1	2	i	2
(37) Cc1ccc(OCC(=O)Nc2ccc(N3CCCC3)cc2)cc1C
  -2	-8	9	6	7	-19	-1	i	3
(38) CC(C(=O)N1CCCc2ccccc21)N1CCN(c2ccccn2)CC1 (configuration not stated)
  -5	-5	-1	2	-19	12	2	i	-1
(39) COc1ccc(CCNC(=O)COC(=O)C23CC4CC(CC(C4)C2)C3)cc1
  -10	5	-12	-5	5	10	3	i	4
(40) CN(C)C(=O)c1coc2nc3ccccc3nc12
  -1	5	10	-6	1	-12	-1	i	-19
(41) Nc1ccccc1Sc1cc(Cl)nnc1Cl
  -1	-3	9	2	18	14	-1	i	-1
(42) CCCCn1c(N)c(N(CCOC)C(=O)CSc2ccc([N+](=O)[O-])cc2)c(=O)[nH]c1=O
  -2	10	4	-4	1	9	-2	i	-9
(43) COc1ccc(NC(=O)NNC(=O)c2ccc(-c3ccccc3)cc2)cc1
  -2	-3	-17	5	19	17	-2	i	-6
(44) COc1ccc(OCCOCCN2CCOCC2)cc1
  5	-4	-2	0	-3	5	-4	i	-7
(45) Cc1[nH]c2ccc(C(=O)N3CCCCC3)cc2c1C
  -3	-4	-2	-1	21	-11	0	i	-4
(46) O=C(CN1CCN(C(=O)CNC(=O)c2ccc3c(c2)OCO3)CC1)Nc1ccccc1Cl
  -2	-10	3	0	3	-6	-1	i	8
(47) O=C(NCc1ccccc1)c1ccc[n+]([O-])c1
  -1	-7	-2	1	-5	0	-2	i	-9
(48) O=C(Nc1cc(C(F)(F)F)ccc1F)C1CCC1
  -6	-3	5	4	-12	6	-2	i	2
(49) CN1C(C(=O)NCC2CC2)CC2Cn3c(nc4ccccc43)C21 (configuration not stated)
  -1	-10	-35	-2	4	-4	0	i	-9
(50) Cc1ccc(N(CCC(=O)O)S(=O)(=O)c2ccc(C)cc2)cc1
  -4	-10	0	2	5	-4	0	i	-10
(51) CCCCN1C(=O)C(CC(=O)NCCN2CCOCC2)CC(C(=O)N(C(C)C)C(C)C)=C1C (configuration not stated)
  -2	-3	-6	2	-14	10	0	i	0
(52) COc1ccc(/C=C2/SC(=S)N(n3c(C)ccc3C)C2=O)cc1
  -5	2	12	-6	20	7	2	i	-1
(53) COc1cc(/C=N/Nc2nc(Nc3ccccc3)nc(N3CCOCC3)n2)ccc1OC(=O)c1ccco1
  -3	67*	4	2	1	3	3	i	1
(54) COc1ccccc1N1CCN(c2ccc3c(c2)S(=O)(=O)c2cccc(C(=O)NCc4ccc(F)cc4)c2C3=O)CC1
  -4	51*	-14	-3	0	-91	-3	i	-1
(55) COCCNC(=S)N1CCC(NC(=O)C23CC4CC(CC(C4)C2)C3)CC1
  -3	-3	-101	4	0	11	1	i	3
(56) CCC(c1nc2ccccc2[nH]1)n1c(-c2cnccn2)nc2ccccc21 (configuration not stated)
  ·	·	·	2	10	3	·	i	·
(57) COc1cc(OC)cc(-c2ncc3ccccn23)c1
  2	-5	-11	-5	5	1	-4	i	5
(58) N/C(=N\c1nc2c(c(=O)[nH]1)CCC2)Nc1ccccc1C(F)(F)F
  -7	-17	-3	12	0	-2	-2	i	-3
(59) CC1=C(C(=O)OC2CCCC(C)C2)C(c2ccccc2)NC(=O)N1 (configuration not stated)
  0	4	6	0	11	2	2	i	4
(60) Cc1ccc(NC(=O)CSCC(=O)NCc2cccc(C(F)(F)F)c2)cc1
  -1	4	4	-2	23	8	1	i	-14

# Remaining list, next part
# Every second line gives: MsrA act	FAS-TE inh	PABP1 MLLE inh	MT1-MMP act inh	SKN-1 inh	CendR NRP1 mod	Rin1-Abl PPI inh	Neddylation inh	eLon inh
(61) CCOc1ccccc1/C=N/Nc1ccc(Cl)nn1
  -10	0	2	1	-1	-3	-1	i	6
(62) O=C(CSc1nc2ccccc2c(=O)n1CCCN1CCOCC1)N1CCN(c2ccccc2)CC1
  -6	1	6	2	4	1	-2	i	7
(63) CSc1ncccc1C(=O)NCC(=O)Nc1ccc(F)c(F)c1
  -6	-1	-26	0	-11	6	0	i	3
(64) CC12CCC(=O)N1C(C(=O)OCC(=O)Nc1ccc(S(N)(=O)=O)cc1)CS2 (configuration not stated)
  -4	-10	9	3	9	-7	2	i	9
(65) Cc1oc(-c2ccccc2)nc1C(=O)O
  -12	-4	5	-2	10	7	1	i	-9
(66) COc1ccccc1Oc1ncnc2c1cnn2-c1ccccc1
  -3	6	-1	-1	9	-5	5	i	-1
(67) CN(C(=O)COC(=O)c1cc2ccccc2cc1O)c1ccccc1
  -1	20	0	2	15	11	-1	i	-2
(68) ONC(=Nc1ccccc1Cl)c1c(F)cccc1F
  -3	-3	-9	4	1	8	-1	i	6
(69) CCc1ccc(C(=O)COC(=O)CNC(=O)c2ccco2)cc1
  0	-4	6	-1	33	-4	5	i	-1
(70) O=C1CNC(=S)N1Cc1ccccc1Cl
  -3	-2	-24	-7	18	-1	-2	i	4
(71) CN(C)/C=C(\C#N)C(=O)Nc1ccc(F)cc1
  -4	-7	6	6	1	-2	0	i	-12
(72) COc1ccc(N2C(=O)C3CCCN3C2c2ccc(F)cc2)cc1Cl (configuration not stated)
  -2	2	9	-3	-8	-5	0	i	-2
(73) CCOC(=O)/C=C/C(=O)OCC(=O)Nc1cccc(Br)c1
  -15	-1	-20	-6	-5	5	3	i	11
(74) COc1ccc(-n2c(C)cc(C(=O)CN3C(=O)C(=O)N(Cc4ccccc4)C3=O)c2C)cc1
  -2	31	-6	-3	8	2	4	i	3
(75) C/C(=N\Nc1nc(C)cc(-c2ccccc2)n1)c1ccccc1
  -2	-1	-16	-1	-16	11	2	i	3
(76) CCN(Cc1cccs1)C(=O)CN1CCN(S(=O)(=O)c2ccc3c(c2)OCCCO3)CC1
  -3	0	-31	-1	4	7	1	i	-20
(77) CCCCNC(=O)C1c2ccccc2OCC(=O)N1CCc1ccccc1 (configuration not stated)
  -6	-6	·	-2	3	4	·	i	-2
(78) CC1(c2nnc(Cc3ccccc3)o2)CC(c2cccc(Cl)c2)=NO1 (configuration not stated)
  -3	18	1	2	4	28*	2	i	2

# Shown as labelled records: part of the list above.
65	Cc1oc(-c2ccccc2)nc1C(=O)O
  MsrA act: -12
  FAS-TE inh: -4
  PABP1 MLLE inh: 5
  MT1-MMP act inh: -2
  SKN-1 inh: 10
  CendR NRP1 mod: 7
  Rin1-Abl PPI inh: 1
  Neddylation inh: i
  eLon inh: -9
70	O=C1CNC(=S)N1Cc1ccccc1Cl
  MsrA act: -3
  FAS-TE inh: -2
  PABP1 MLLE inh: -24
  MT1-MMP act inh: -7
  SKN-1 inh: 18
  CendR NRP1 mod: -1
  Rin1-Abl PPI inh: -2
  Neddylation inh: i
  eLon inh: 4
